ssDAF12 agonist = S. stercoralis DAF-12 activation, primary screen | activation, % at 6.8 µM | HEK293 ssDAF-12/GRIP1 lit1-tk-luc reporter, luminescence; % of 3 µM dafachronic acid response | hit rate 1% among 370,000;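 active = activation above the mean over all tested compounds plus 3 SD, cut at about 0.9% in these data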;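 note: 0% = DMSO-only wells and 100% = 3 µM delta7-dafachronic acid wells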
ADAM17 inh = inhibitors of human ADAM17. P78536. recombinant ADAM17, EDANS/DABCYL FRET peptide cleavage. inhibition, % at 6.95 µM. hit rate 0.83% among 370,000. AID 720648;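 active = inhibition above the mean of compounds lying between control limits plus 3 SD, set per campaign, cut at about 8.5% in these data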;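 note: 0% = DMSO-only wells as the low control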
PLCg1 inh = blocks human PLC-gamma1 enzyme activity. inhibition, % at 12.2 µM. hit rate 0.84% among 370,000. AID 720700. P19174. purified PLC-gamma1, fluorogenic substrate, fluorescence; in the data active = inhibition above about 9.5%
hgDAF12 agonist = activates the H. glycines DAF-12 receptor ligand-binding domain; HEK293 GAL4-hgDAF12 UAS-luciferase reporter, agonist luminescence; normalized to butyrate control; activation, % at 6.8 µM; hit rate 1.8% among 370,000; AID 687014;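 active = activation above a cutoff set at the mean of all screened compounds plus 3 SD, cut at about 10% in these data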;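 note: 0% = DMSO wells and 100% = sodium butyrate wells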
DAX1 inh-1 = inhibits human nuclear receptor DAX1; HEK293 Gal4-DAX1 luciferase reporter, luminescence; inhibition, % at 6.75 µM; hit rate 0.99% among 340,000; AID 504766;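 active = inhibition above the mean over all tested compounds plus 3 SD, cut at about 4.2% in these data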;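 note: 0% = DAX1-transfected cells with DMSO and 100% = empty-vector control cells with DMSO; inhibition shows as a rise in luminescence from relieved DAX1 repression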
Target sequence (P51843 207-470 limits assumed): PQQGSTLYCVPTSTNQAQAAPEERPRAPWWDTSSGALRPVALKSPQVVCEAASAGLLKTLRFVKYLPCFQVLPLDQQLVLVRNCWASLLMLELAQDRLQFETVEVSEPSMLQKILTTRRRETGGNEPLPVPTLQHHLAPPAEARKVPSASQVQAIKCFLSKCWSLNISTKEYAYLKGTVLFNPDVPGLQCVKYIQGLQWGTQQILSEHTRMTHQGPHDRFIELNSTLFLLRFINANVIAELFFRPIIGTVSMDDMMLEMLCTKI
hcDAF12 agonist = activates DAF-12 receptor from parasite H. contortus | HEK293 hcDAF-12 lit1-tk-luc reporter, luminescence; 0% DMSO, 100% Δ7-dafachronic acid | activation, % at 6.8 µM | hit rate 1.4% among 370,000;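 active = activation above the mean of all tested compounds plus 3 SD, cut at about 5.5% in these data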;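 note: 100% = response to 3 µM Δ7-dafachronic acid high control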
MBD2 DNA inh = blocks human MBD2 binding to methylated DNA; TR-FRET, MBD2 binding to methylated oligonucleotide; Q9UBB5; inhibition, % at 4.4 µM; hit rate 0.31% among 370,000; in the data active = inhibition above about 13%
PLC-beta3 inh = blocks human PLC-beta3 enzyme activity | Q01970 | Purified PLC-beta3, fluorogenic substrate, fluorescence | inhibition, % at 12.2 µM | hit rate 0.18% among 370,000; in the data active = inhibition above about 11%;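 note: 0% = median of compound wells on plate and 100% = full blocker control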
SMARCA2 act = activators of SMARCA2 function. MG213 cells, MMTV-luciferase reporter, dexamethasone, overnight. activation, % at 9.1 µM. AID 652017. hit rate 1% among 370,000; in the data active = activation above about 7.8%;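 note: 0% = vehicle wells and 100% = reference activator wells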
DAX1 inh-2 = blocks DAX1 repression of SF-1 activated StAR promoter; HEK293T StAR-luciferase reporter, SF-1/DAX-1 repression relief; hit rate 1.1% among 370,000; AID 652010; inhibition, % at 6.8 µM;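 active = inhibition above the mean over all tested compounds plus 3 SD, cut at about 3.6% in these data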;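 note: 0% = DAX-1 cells with DMSO and 100% = cells lacking DAX-1 with DMSO; higher inhibition means more luminescence from relief of DAX-1 repression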
Rev-erbA mod = modulators of human Rev-erb alpha DNA binding; hit rate 0.79% among 370,000; activity, % at 10 µM; P20393; Rev-erbα–FITC-DNA binding, fluorescence polarization, 90 min;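 active = activity above about 14%, limit read from the data; passing the limit was not always enough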;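 note: 0% = DMSO wells with 35 nM protein and 100% = DMSO wells with 750 nM protein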
Target sequence (P20393 whole entry, looked up): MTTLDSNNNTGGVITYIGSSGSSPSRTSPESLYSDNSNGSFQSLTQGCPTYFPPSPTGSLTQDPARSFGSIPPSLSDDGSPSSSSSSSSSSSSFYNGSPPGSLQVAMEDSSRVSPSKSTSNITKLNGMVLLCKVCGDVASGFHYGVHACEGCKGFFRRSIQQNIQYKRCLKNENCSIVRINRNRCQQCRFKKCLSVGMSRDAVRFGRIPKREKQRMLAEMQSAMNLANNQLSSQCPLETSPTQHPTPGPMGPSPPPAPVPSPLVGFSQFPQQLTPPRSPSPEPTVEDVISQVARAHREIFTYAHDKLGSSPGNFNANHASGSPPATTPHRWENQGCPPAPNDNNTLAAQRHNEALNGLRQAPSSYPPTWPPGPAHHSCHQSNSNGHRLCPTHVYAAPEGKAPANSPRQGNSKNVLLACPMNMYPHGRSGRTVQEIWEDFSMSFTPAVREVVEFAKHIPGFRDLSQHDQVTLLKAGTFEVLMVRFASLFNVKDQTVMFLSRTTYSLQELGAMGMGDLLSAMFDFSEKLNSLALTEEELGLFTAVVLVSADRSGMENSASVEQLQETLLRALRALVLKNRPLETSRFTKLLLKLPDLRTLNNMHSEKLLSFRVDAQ
An asterisk follows results filed as active; / = no result given.

SMILES	ssDAF12 agonist	ADAM17 inh	PLCg1 inh	hgDAF12 agonist	DAX1 inh-1	hcDAF12 agonist	MBD2 DNA inh	PLC-beta3 inh	SMARCA2 act	DAX1 inh-2	Rev-erbA mod
O=C(C[C@@H]1C/C=C/CC[C@H](Cc2ccc(F)cc2)C(=O)OC[C@@H](Cc2ccccc2)NC1=O)N[C@H](CO)Cc1ccccc1	-1.2	0	-1	-4.3	0.9	-2.0	-2	3	0	-0.7	-4
COc1ccc(CNS(=O)(=O)CCNC(=O)c2ccccc2)cc1	-0.9	-4	6	-1.1	0.7	-1.9	-6	2	0	-0.7	1
CCOC(=O)c1cc(-c2ccccc2C)n(Cc2cc(C)no2)n1	-1.3	-1	1	-2.0	-0.8	-0.4	-3	-15	1	-1.1	-4
O=C(N/N=C/c1ccc(COc2ccc(Br)cc2)o1)c1ccco1	-1.6	-1	-2	0.6	0.0	-0.1	0	-3	4	-0.1	-1
CC(C)c1ccc(NC(=O)CCNS(=O)(=O)c2cc(Br)cnc2N)cc1	-1.0	-1	-1	-0.1	0.0	-2.6	5	1	-1	-1.0	2
COC(=O)[C@]12C[C@H](CC(=O)N3CCCCC3)C(=O)N(Cc3ccccc3)C1=C[C@H](C1CCCC1)O[C@@H]2C	-1.2	-3	2	-1.0	/	-1.8	-4	1	-6	-0.5	9
Cc1c(C)c(C)c(S(=O)(=O)N2CCSCC2)c(C)c1C	-0.6	0	4	0.9	0.3	-1.1	-1	-3	3	0.0	11
CCS(=O)(=O)N1CCC(C(=O)N2CCc3ccccc3C2)CC1	0.1	-1	-1	-0.1	0.5	-1.5	-5	-1	-1	0.1	6
CCOc1ccc2[nH]c(=O)c(CN(Cc3ccc(F)cc3)C(=O)N3CCCC3)cc2c1	-1.0	-5	-3	-1.1	1.1	0.0	-3	-8	-4	-0.2	13
Cc1nnc(-c2cnn(C)c2N)n1CCCN1CCOCC1	-1.0	-2	-3	0.4	0.4	0.2	-3	0	-1	0.0	0
CC(=O)N1CCC(N(CCCOC(C)C)S(=O)(=O)c2ccc([N+](=O)[O-])cc2)CC1	-0.8	-1	0	3.2	0.9	0.6	-2	-4	-4	0.0	1
Cn1c(=O)n(CCc2ccccc2)c(=O)c2c1nc1n2CCCN1Cc1ccccc1	-1.2	-6	0	-0.9	0.2	-1.5	0	0	-1	-0.3	2
COc1ccc(C2CC(c3ccccc3)=NN2C(=O)COC(=O)c2cccnc2)cc1 (centres undefined)	-1.7	4	-3	3.5	0.0	-2.4	0	-1	1	0.0	0
O=C(NNc1ccccc1)/C(=C\c1cccnc1)NC(=O)c1ccccc1	-1.4	-1	1	1.9	2.7	-1.1	-5	-5	3	-0.4	-1
COCCNC(=O)CSc1nc2ccccc2c(=O)n1-c1cccc(OC)c1	-0.5	-2	-1	-0.7	-1.1	-2.4	1	1	-3	-1.0	0
CC(NC(=O)c1ccccc1)c1ccc(F)cc1 (centres undefined)	-1.2	0	-1	1.4	0.3	0.0	-2	1	-2	-0.6	-1
NC(=O)c1ncc(C(F)(F)F)cc1Oc1ccc(F)cc1	-1.2	3	6	-1.0	1.0	-1.7	-1	7	0	0.1	-3
COc1ccccc1NC(=O)Cc1csc(NC(=S)Nc2ccccc2)n1	-0.7	3	0	-3.7	-0.7	0.7	-1	-2	-3	-1.5	2
CN(C)CCCn1c2c(c(SCC(=O)Nc3ccc4c(c3)OCCO4)nc1=O)CCC2	-1.5	-6	4	0.2	0.6	0.0	-1	-9	-1	0.7	3
CCn1c(=O)c2ccccc2n(CC(=O)N2CCCc3ccccc32)c1=O	-1.2	0	3	0.5	0.3	-2.4	1	-3	1	0.0	-4
Cc1ccc(-c2nn(-c3cc(Cl)ccc3[N+](=O)[O-])c(=O)c3ccccc23)cc1C	-1.1	-5	2	3.1	0.2	-1.5	0	3	-1	0.2	3
Cc1cc2nc(C(C)(C)C)c(CC3CCCCC3)n2c(C)c1Br	0.1	-5	-2	1.2	/	1.4	-1	0	-1	-1.7	-2
CCCCCOC(=O)Cc1c(O)c2ccccc2n(C)c1=O	-1.1	-16	-54	1.4	4.2	-0.2	-2	-61	-1	-0.5	-6
CCN(/N=C/C=C/c1ccccc1)c1cc(=O)n(C)c(=O)[nH]1	-1.6	0	-32	-0.9	0.0	-0.3	-1	-33	4	-0.2	1
Cc1ccc(C(=O)Nc2ccc3c(c2)C(=O)N(CC2CCCO2)C3=O)cc1 (centres undefined)	-0.8	-55	-139	1.0	-0.9	0.2	-3	-220	-2	0.8	-8
COc1ccc(Cl)cc1NC(=O)COc1cccc(-n2cnnn2)c1	-1.3	-1	4	-2.5	-0.2	-3.0	-3	-2	0	0.2	0
COc1ccc([N+](=O)[O-])c(OC)c1C(=O)NC(=O)Nc1c(C)cccc1C	-1.1	-7	-4	0.2	2.1	-0.4	2	-9	-3	0.1	5
COC[C@H]1CCCN1c1ccc2c(c1)O[C@H](COCc1ccccc1)CN([C@@H](C)c1ccccc1)S2(=O)=O	-1.0	-1	0	-2.1	/	0.1	0	0	1	0.0	-4
COc1ccc(C)cc1/C=C/C(=O)N1CCN(S(=O)(=O)c2cccs2)CC1	-1.9	-62	-99	0.6	-0.2	2.6	-3	-120	-1	0.2	5
CCOc1ccc(-n2ccn(CC(=O)NCCc3ccccc3)c(=O)c2=O)cc1	-1.4	-2	2	-1.0	0.1	-2.0	-4	-4	0	1.6	-7
Cc1ccc(-c2nnc(SCC(=O)OC(C)C)n2N)cc1	-1.1	-4	-2	1.3	0.2	-0.3	0	1	-2	0.0	-5
O=C(COc1ccccc1)NNC(=O)COc1ccc([N+](=O)[O-])cc1	-0.1	0	2	0.9	0.8	-0.6	2	3	1	0.1	1
CN(Cc1ccccc1)CC1CCCN(CCc2ccccc2F)C1 (centres undefined)	-0.3	1	3	-0.7	-1.9	0.4	-1	1	2	0.1	0
O=C(OCCO)c1c(C2=CCCCC2)oc2c1C(OCCO)CCC2 (centres undefined)	-0.9	-3	-1	-0.8	/	0.1	-5	-2	0	0.1	-4
Nc1c(S(=O)(=O)c2ccccc2)c2nc3ccccc3nc2n1C1CC1	-1.8	-51	-21	-0.4	2.9	1.0	0	-34	5	-0.3	1
COc1cc(Cl)c(C)cc1NC(=O)CSc1nnc(-c2ccco2)n1CC(C)C	-0.5	5	6	-2.0	-1.0	1.3	1	-1	-5	0.0	0
CC(=O)N/C(=C\c1ccccc1)C(=O)OCC(=O)c1ccc(F)cc1	-0.8	-2	2	3.3	0.8	-0.8	2	-8	-1	-1.8	-1
CCCCN(C(=O)CCN1C(=O)C2CC=CCC2C1=O)c1c(N)n(CCCC)c(=O)[nH]c1=O (centres undefined)	-1.4	-3	4	1.7	4.3*	-1.4	3	-6	-4	0.2	4
O=C(/C=C1\NC2(CCCC2)Cc2ccccc21)N1CCOCC1	-1.3	-3	4	0.6	-0.8	0.6	-4	0	2	-0.7	2
Cc1ccc(Sc2ncccc2C(=O)N(C)Cc2cccs2)c(C)c1	-1.8	-1	2	1.3	4.6*	-2.0	-1	-2	1	-0.1	4
CCOc1ccc(/C=C/C(=O)c2ccccc2)cc1	-0.2	-5	-6	8.3	3.8	6.2*	-5	-14	9.9*	1.6	3
O=C(COc1cccc2cccnc12)Nc1ccccc1	-0.9	0	-3	7.7	1.2	0.9	4	-1	1	1.9	-4
O=c1nc(Nc2ccccc2)sc2ccc([N+](=O)[O-])cc12	0.8	-4	2	-3.4	-0.2	2.7	8	0	-2	0.0	-15
O=C(COC(=O)c1ccc2c(c1)S(=O)(=O)N=C1CCCCCN12)NCc1cccs1	-1.6	-6	2	1.1	0.5	-1.1	0	-7	-2	0.8	-1
Cc1ccc(C(=O)N2CCC(C(=O)NC3CCCCCC3)CC2)cc1	-0.6	-4	-3	1.0	0.3	0.7	3	-5	0	0.8	1
O=C(CNC(=O)C1CCCCC1)Nc1cc(Cl)ccc1Cl	-1.1	3	11*	-1.0	-1.2	-0.7	0	8	-6	0.5	4
Cc1csc(CNc2ncnc3ccc(-c4ccc5c(c4)OCO5)cc23)c1	-1.3	-16	-26	-4.5	-1.8	-2.6	2	-43	-2	-0.9	-2
Cc1ccccc1Nc1nc(N)nc(CN2CCN(Cc3ccc4c(c3)OCO4)CC2)n1	-1.0	-7	0	-0.7	-1.1	-1.3	3	-8	-2	-0.5	3

Quoted at random: 5 records from the list
SMILES	ssDAF12 agonist	ADAM17 inh	PLCg1 inh	hgDAF12 agonist	DAX1 inh-1	hcDAF12 agonist	MBD2 DNA inh	PLC-beta3 inh	SMARCA2 act	DAX1 inh-2	Rev-erbA mod
Cc1c(C)c(C)c(S(=O)(=O)N2CCSCC2)c(C)c1C	-0.6	0	4	0.9	0.3	-1.1	-1	-3	3	0.0	11
COc1ccc(Cl)cc1NC(=O)COc1cccc(-n2cnnn2)c1	-1.3	-1	4	-2.5	-0.2	-3.0	-3	-2	0	0.2	0
COc1ccc([N+](=O)[O-])c(OC)c1C(=O)NC(=O)Nc1c(C)cccc1C	-1.1	-7	-4	0.2	2.1	-0.4	2	-9	-3	0.1	5
COc1ccc(C)cc1/C=C/C(=O)N1CCN(S(=O)(=O)c2cccs2)CC1	-1.9	-62	-99	0.6	-0.2	2.6	-3	-120	-1	0.2	5
CN(Cc1ccccc1)CC1CCCN(CCc2ccccc2F)C1 (centres undefined)	-0.3	1	3	-0.7	-1.9	0.4	-1	1	2	0.1	0

Limited to PLC-beta3 inh, Rev-erbA mod and hgDAF12 agonist (two entries from above):
mol,PLC-beta3 inh,Rev-erbA mod,hgDAF12 agonist
Cc1ccc(C(=O)N2CCC(C(=O)NC3CCCCCC3)CC2)cc1,-5,1,1.0
O=C(CNC(=O)C1CCCCC1)Nc1cc(Cl)ccc1Cl,8,4,-1.0

(further entries)
SMILES	ssDAF12 agonist	ADAM17 inh	PLCg1 inh	hgDAF12 agonist	DAX1 inh-1	hcDAF12 agonist	MBD2 DNA inh	PLC-beta3 inh	SMARCA2 act	DAX1 inh-2	Rev-erbA mod
CN(C1=C(NC(=O)c2ccc(Cl)cc2)C(=O)c2ccccc2C1=O)c1ccccc1	-1.5	4	12*	-6.8	-1.1	-0.1	0	1	-6	-1.4	9
CCN(c1cccc(C)c1)S(=O)(=O)c1cccc2nsnc12	-2.0	1	1	-2.0	-1.5	-2.9	-3	3	-3	-0.8	-5
Cc1ccc(S(=O)(=O)NCCC(=O)Nc2ccc(Cl)c(Cl)c2)cc1	-1.0	9.2*	6	-1.7	-1.0	-3.4	2	2	1	-0.1	4
COC[C@@H]1CCCN1c1ccc2c(c1)O[C@H](COCc1ccccc1)CN([C@@H](C)c1ccccc1)S2(=O)=O	-0.9	-3	3	-0.4	/	-0.7	6	1	-3	0.7	-2
COc1ccc(-c2cc3c(=O)n(CC(=O)NCc4ccc(Cl)cc4)ncn3n2)cc1	-1.0	-1	3	1.3	0.6	1.7	-2	2	1	1.4	21*
CCN1CCN(S(=O)(=O)c2ccc(Cl)c(C(=O)N(CC)Cc3ccccc3)c2)CC1	-0.4	0	0	0.8	-1.4	-0.1	1	-1	-1	-0.9	1
CCc1cc2c(=O)[nH]c(Cc3ccc(Cl)cc3)nc2s1	-1.1	-2	2	0.6	-1.0	1.1	0	1	2	0.0	19*

Screening data deposited in PubChem BioAssay by several laboratories.
